dFosB activator: mouse delta FosB homodimer activation | AID 493131 | P13346 | activation, % at 25 µM | hit rate 0.99% among 340,000 | purified delta FosB, TAMRA-CDK5 oligo fluorescence polarization; percent of positive-control signal above neutral wells;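 active = mean activation above about 17%, with every replicate also reaching it, limit read from the data, passing the limit was not always enough; inconclusive = only one of the two conditions met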;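 also: fluorescence polarization rise as delta FosB binds a TAMRA Cdk5 AP-1 oligo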
Target sequence (P13346 whole entry, looked up): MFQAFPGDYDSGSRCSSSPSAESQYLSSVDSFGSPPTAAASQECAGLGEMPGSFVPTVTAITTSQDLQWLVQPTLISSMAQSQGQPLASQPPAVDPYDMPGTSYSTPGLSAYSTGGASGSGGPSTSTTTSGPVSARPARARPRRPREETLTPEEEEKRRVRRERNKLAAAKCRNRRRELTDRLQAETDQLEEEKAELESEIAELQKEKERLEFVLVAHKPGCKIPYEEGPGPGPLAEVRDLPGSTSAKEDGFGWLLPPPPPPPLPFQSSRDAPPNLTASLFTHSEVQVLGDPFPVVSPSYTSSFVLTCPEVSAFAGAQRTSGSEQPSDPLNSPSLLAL
CDK5 p35 inh: inhibitors of human CDK5/p35 kinase; Q00535+Q15078; Recombinant CDK5/p35, ADP-Glo luminescence, 60 min; inhibition, % at 10 µM; hit rate 0.01% among 330,000;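 active = highest replicate inhibition of at least 50% and at least 75% of replicates reaching 50%; inconclusive = only one of the two criteria met; inactive = both criteria failed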;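 also: plate controls were DMSO neutral control for no effect and GW8510 at 10 µM for full effect; many of its hits are not listed in these tables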
NSD2 inh: blocks human histone methyltransferase NSD2; O96028; NSD2 peptide methylation, AlphaScreen, 120 min; inhibition, % at 12.5 µM; hit rate 0.54% among 310,000; in the data active = inhibition above about 50%
V-ATPase pH: yeast V-ATPase proton transport regulation by pHLuorin; S. cerevisiae, pHLuorin cytosolic pH fluorescence; response, % at 10 µM; hit rate 0.37% among 350,000; AID 504577; in the data active = response mostly above about 7.3%, no sharp cut-off; inactive = mostly below about 5.4%; also: actives read high; inactives centre near 0; some compounds called inactive have numbers as strong as hits; reference of the scale not given here
PvdQ inh: P. aeruginosa PvdQ acylase inhibition; inhibition, % at 10 µM; hit rate 0.063% among 340,000; purified PvdQ acylase, fluorescence plate reader; in the data active = inhibition above about 30%, passing the limit was not always enough; inconclusive = no clear call, values can overlap the other calls;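 also: 0% = vehicle neutral wells and 100% = reference inhibitor wells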
HTR5A inv ctr: inverse agonist of human HTR5A in OPRM1-OPRD1 counter-screen; HTR5A cell line, luminescence, inverse agonism; AID 504634; P47898; inhibition, % at 9.3 µM; hit rate 0.083% among 340,000; in the data active = inhibition mostly above about 23%, no sharp cut-off; inactive = mostly below about 18%;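 also: 0% = cells with DMSO and 100% = no-cell wells with DMSO; some compounds called inactive have numbers as strong as hits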
Target sequence (P47898 whole entry, looked up): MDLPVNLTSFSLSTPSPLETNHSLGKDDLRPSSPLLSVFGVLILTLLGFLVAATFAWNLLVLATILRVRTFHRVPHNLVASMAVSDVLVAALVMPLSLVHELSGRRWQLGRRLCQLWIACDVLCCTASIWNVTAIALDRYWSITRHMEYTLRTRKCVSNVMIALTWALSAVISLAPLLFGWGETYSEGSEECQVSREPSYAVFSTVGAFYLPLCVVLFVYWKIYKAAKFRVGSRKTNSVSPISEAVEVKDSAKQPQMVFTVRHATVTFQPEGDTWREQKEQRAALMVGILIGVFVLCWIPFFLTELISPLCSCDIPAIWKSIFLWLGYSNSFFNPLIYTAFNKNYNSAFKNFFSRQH
HTR5A ag: activates human HTR5A in OPRM1-OPRD1 agonist counter-screen | activation, % at 9.3 µM | HTR5A agonist assay, luminescence, cell-based | AID 504692 | hit rate 0.61% among 340,000 | P47898; in the data active = activation mostly above about 9.5%, no sharp cut-off; inactive = mostly below about 7.6%;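 also: 0% = cells with vehicle only and 100% = reference agonist; strong numbers were not always called active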
Wnt bcat act: activators of Wnt/beta-catenin signaling | Wnt/beta-catenin reporter cell assay, activator, plate reader | activation, % at 9.35 µM | hit rate 1.2% among 300,000 | AID 743398; in the data active = activation above about 30%, passing the limit was not always enough; inconclusive = no clear call, values can overlap the other calls;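 also: 0% = neutral control wells and 100% = positive control wells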
MITF TRPM1 HTS: MITF TRPM1 promoter activation in melanoma cells; SK-MEL-5 TRPM1-promoter luciferase, 24 h; % of positive control, neutral wells = 0; activation, % at 12.5 µM; hit rate 0.75% among 300,000;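 active = mean activation of at least 80% with every replicate also reaching 80%; inconclusive = mean reaches 80% but some replicate falls short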;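 also: 0% = neutral control wells and 100% = parthenolide positive control wells; values of inactives mirror those of a sister screen read the other way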
SR-BI HDL uptake: mouse SR-BI HDL lipid transfer inhibition. ldlA[mSR-BI] CHO cells, DiI-HDL uptake fluorescence, 3 h. inhibition, % at 12.5 µM. hit rate 0.96% among 320,000;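 active = mean replicate inhibition of at least 70% and a set share of replicates each scoring 70 or more; inconclusive = meets just one of the two criteria; inactive = fails both criteria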;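 also: 0% = median of neutral control wells and 100% = median of positive control wells; values of inactives mirror those of a sister screen read the other way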
An asterisk follows results filed as active. An unsorted share of the library, and some 5% of all compounds hit somewhere here.

Start of the data: the first two records (preview)
Screening Cc1ccc2[nH]c(=O)cc(C(=O)OCC(=O)c3ccc(F)cc3)c2c1 returned dFosB activator -7, CDK5 p35 inh 2.1, NSD2 inh -3, V-ATPase pH -1, PvdQ inh -18, HTR5A inv ctr -3, HTR5A ag -3, Wnt bcat act -2, MITF TRPM1 HTS -13 and SR-BI HDL uptake -5.
`CCCN(CCC)Cc1c(C(=O)N/N=C/c2ccoc2)nnn1-c1nonc1N` gave dFosB activator -13, CDK5 p35 inh 0.6, V-ATPase pH 0, PvdQ inh -13, HTR5A inv ctr 3, HTR5A ag -3, Wnt bcat act -2, MITF TRPM1 HTS -3 and SR-BI HDL uptake -13.

Results (from the top)
Screening Cc1ccc2[nH]c(=O)cc(C(=O)OCC(=O)c3ccc(F)cc3)c2c1 returned dFosB activator -7, CDK5 p35 inh 2.1, NSD2 inh -3, V-ATPase pH -1, PvdQ inh -18, HTR5A inv ctr -3, HTR5A ag -3, Wnt bcat act -2, MITF TRPM1 HTS -13 and SR-BI HDL uptake -5.
`CCCN(CCC)Cc1c(C(=O)N/N=C/c2ccoc2)nnn1-c1nonc1N` gave dFosB activator -13, CDK5 p35 inh 0.6, V-ATPase pH 0, PvdQ inh -13, HTR5A inv ctr 3, HTR5A ag -3, Wnt bcat act -2, MITF TRPM1 HTS -3 and SR-BI HDL uptake -13.
For CC(C)C(NC(=O)COc1ccc2ccccc2c1)C(=O)N/N=C/C=C/c1ccccc1 (centres undefined) the results were dFosB activator inconclusive, CDK5 p35 inh 0.1, V-ATPase pH 1, PvdQ inh -11, HTR5A inv ctr -22, HTR5A ag -2, MITF TRPM1 HTS -9 and SR-BI HDL uptake 53.
CC(C)(C)NC(=O)C12CC3CC(CC(Cl)(C3)C1)C2 was read as dFosB activator 3, CDK5 p35 inh -0.9, NSD2 inh -3, V-ATPase pH 0, PvdQ inh -6, HTR5A inv ctr 7, HTR5A ag -1, Wnt bcat act -1, MITF TRPM1 HTS 11 and SR-BI HDL uptake -6.
Cc1ccc(Cl)cc1NC(=O)CNCC(c1ccccc1)N(C)C (centres undefined) was read as dFosB activator -6, CDK5 p35 inh 1.1, NSD2 inh -5, V-ATPase pH 7, PvdQ inh -12, HTR5A inv ctr -12, HTR5A ag 4, Wnt bcat act 4, MITF TRPM1 HTS 16 and SR-BI HDL uptake -20.
For COC(=O)c1ccc(C2=NOC(C)(c3sc(-c4ccc(Cl)cc4)nc3C)C2)cc1 (centres undefined) the results were dFosB activator -3, CDK5 p35 inh -1.7, V-ATPase pH 2, PvdQ inh -3, HTR5A inv ctr 11, HTR5A ag -4, Wnt bcat act -2, MITF TRPM1 HTS 2 and SR-BI HDL uptake 39.
Screening CCCCCCCN(c1ccccc1)[C@@H]1C[C@H]2CCCC(=O)N3CC[C@@H](C1)[C@@H]23 returned dFosB activator -12, CDK5 p35 inh -0.2, V-ATPase pH -2, PvdQ inh -13, HTR5A inv ctr 4, HTR5A ag 1, Wnt bcat act -21, MITF TRPM1 HTS -15 and SR-BI HDL uptake 25.
Screening Cc1ccccc1-c1nc(C#N)c(N2CCC(C)CC2)o1 returned dFosB activator -2, CDK5 p35 inh -1.0, V-ATPase pH 4, PvdQ inh -5, HTR5A inv ctr 1, HTR5A ag 0, Wnt bcat act 1, MITF TRPM1 HTS 43 and SR-BI HDL uptake 13.
Screening Cc1cccc(C)c1OCc1cc(C(=O)N(C)Cc2cc(C3CC3)n[nH]2)no1 returned dFosB activator -10, CDK5 p35 inh 0.5, NSD2 inh 1, V-ATPase pH -4, PvdQ inh 6, HTR5A inv ctr -34, HTR5A ag 8, Wnt bcat act 4, MITF TRPM1 HTS 41 and SR-BI HDL uptake 33.
COCC(C)NC(=O)c1noc2c1CCc1cc(OC)ccc1-2 (centres undefined) was read as dFosB activator -5, CDK5 p35 inh -4.0, NSD2 inh 2, V-ATPase pH 1, PvdQ inh -13, HTR5A inv ctr -8, HTR5A ag 2, MITF TRPM1 HTS 28 and SR-BI HDL uptake 36.
`O=C(CN1CCCC1)Nc1ccc2c(c1)CCC2` gave dFosB activator 0, CDK5 p35 inh -0.5, NSD2 inh -1, V-ATPase pH -4, PvdQ inh -14, HTR5A inv ctr 2, HTR5A ag -1, Wnt bcat act -2, MITF TRPM1 HTS 9 and SR-BI HDL uptake -2.
`CCOc1ccc(Cc2nnc(SCC(=O)Nc3ccccc3)n(N)c2=O)cc1` gave dFosB activator 5, CDK5 p35 inh 0.4, NSD2 inh 0, V-ATPase pH 0, PvdQ inh -9, HTR5A inv ctr -3, HTR5A ag 1, Wnt bcat act -2, MITF TRPM1 HTS 5 and SR-BI HDL uptake -8.
`COc1ccc(S(=O)(=O)N2CCCOC2CNC(=O)C(=O)NCc2ccccn2)cc1` (centres undefined) gave dFosB activator -3, CDK5 p35 inh 2.3, NSD2 inh -2, V-ATPase pH -5, PvdQ inh -1, HTR5A inv ctr -32, HTR5A ag 0, Wnt bcat act 0, MITF TRPM1 HTS 1 and SR-BI HDL uptake -18.
`CC(=O)c1ccc(NC(=O)CSc2nnc(Cn3cnc4ccccc43)o2)cc1` gave dFosB activator -5, CDK5 p35 inh 1.0, V-ATPase pH -1, PvdQ inh -8, HTR5A inv ctr 0, HTR5A ag 0, Wnt bcat act 0, MITF TRPM1 HTS -7 and SR-BI HDL uptake -5.
`CCOc1cc(/C=C2/NC(=O)N(CC(=O)Nc3cccc(C)c3)C2=O)ccc1OCC(N)=O` gave dFosB activator 10, CDK5 p35 inh -8.2, NSD2 inh -5, V-ATPase pH -3, PvdQ inh -1, HTR5A inv ctr 9, HTR5A ag -3, Wnt bcat act -15, MITF TRPM1 HTS 6 and SR-BI HDL uptake 35.
For COc1ccc(-c2cc(C(=O)O)[nH]n2)cc1OC the results were dFosB activator -7, CDK5 p35 inh -0.2, NSD2 inh 8, V-ATPase pH 0, PvdQ inh -12, HTR5A inv ctr 1, HTR5A ag 1, Wnt bcat act -5 and MITF TRPM1 HTS 12.
Screening O=S(=O)(Cc1ccc(Cl)cc1Cl)c1ccc(Cl)cc1 returned dFosB activator -12, CDK5 p35 inh 1.7, NSD2 inh -1, V-ATPase pH -1, PvdQ inh -10, HTR5A inv ctr 5, HTR5A ag -1, Wnt bcat act 0, MITF TRPM1 HTS 16 and SR-BI HDL uptake 16.
Cc1cccc(OCCCC(=O)Nc2ccc(S(=O)(=O)Nc3nccs3)cc2)c1C was read as dFosB activator -17, CDK5 p35 inh -1.6, NSD2 inh 4, V-ATPase pH -3, PvdQ inh -11, HTR5A inv ctr -20, HTR5A ag -3, Wnt bcat act 0, MITF TRPM1 HTS -5 and SR-BI HDL uptake 12.
For Cc1cc(NS(=O)(=O)c2ccc(NC(=O)c3ccccc3C)cc2)no1 the results were dFosB activator -2, CDK5 p35 inh -0.4, NSD2 inh -2, V-ATPase pH 1, PvdQ inh 7, HTR5A inv ctr -15, HTR5A ag 0, Wnt bcat act 0 and MITF TRPM1 HTS 5.
Cc1ccsc1C(=O)OCC(=O)Nc1ccc(Cl)cn1 was read as dFosB activator -5, CDK5 p35 inh 12, NSD2 inh -2, V-ATPase pH -5, PvdQ inh -21, HTR5A inv ctr -11, HTR5A ag 1, Wnt bcat act 0, MITF TRPM1 HTS 50 and SR-BI HDL uptake -34.
`Cc1cc(NC(=O)CN2CCN(c3ccc(O)cc3)CC2)no1` gave dFosB activator 3, CDK5 p35 inh 1.0, NSD2 inh 0, V-ATPase pH 2, PvdQ inh -17, HTR5A inv ctr -39, HTR5A ag 1, MITF TRPM1 HTS 1 and SR-BI HDL uptake 13.
Screening CCc1cccc(CC)c1NC(=O)CSc1nnc(C2CC2)n1C returned dFosB activator -3, CDK5 p35 inh -1.7, NSD2 inh 0, V-ATPase pH 0, PvdQ inh -16, HTR5A inv ctr -10, HTR5A ag 4, Wnt bcat act 4, MITF TRPM1 HTS -8 and SR-BI HDL uptake -7.
For Cn1ncc(Br)c1C(=O)N1CCc2ccccc21 the results were dFosB activator -4, CDK5 p35 inh 1.3, NSD2 inh -2, V-ATPase pH 1, PvdQ inh 4, HTR5A inv ctr -1, HTR5A ag 1, Wnt bcat act 0, MITF TRPM1 HTS -4 and SR-BI HDL uptake -5.
For Cc1ccnc(NCc2cccc3ccccc23)c1 the results were dFosB activator -2, CDK5 p35 inh -0.3, NSD2 inh 2, V-ATPase pH 2, PvdQ inh -14, HTR5A inv ctr 1, HTR5A ag 0, Wnt bcat act 0, MITF TRPM1 HTS 0 and SR-BI HDL uptake 30.
Screening COC(=O)c1ccc(CN2C(=O)NC(c3ccccc3)(c3ccccc3)C2=O)o1 returned dFosB activator -4, CDK5 p35 inh -0.8, NSD2 inh 8, V-ATPase pH 6, PvdQ inh -13, HTR5A inv ctr -5, HTR5A ag -4, Wnt bcat act -3, MITF TRPM1 HTS 1 and SR-BI HDL uptake -14.
O=C(O)/C=C/C(=O)c1ccc2c(c1)CCc1ccccc1-2 was read as dFosB activator -10, CDK5 p35 inh 8.2, V-ATPase pH 1, PvdQ inh -18, HTR5A inv ctr 1, HTR5A ag 3, Wnt bcat act 19, MITF TRPM1 HTS -69 and SR-BI HDL uptake -32.
`O=C(Nc1ccc(NC(=O)c2ccccc2F)cc1)c1cccs1` gave dFosB activator inconclusive, CDK5 p35 inh -0.8, NSD2 inh -2, V-ATPase pH 3, PvdQ inh -12, HTR5A inv ctr 14, HTR5A ag -6, Wnt bcat act 37*, MITF TRPM1 HTS 137* and SR-BI HDL uptake 15.
`COc1cc(C(=O)N/N=C/C2CC=CCC2)cc(OC)c1OC` (centres undefined) gave dFosB activator -6, CDK5 p35 inh 0.1, V-ATPase pH 4, PvdQ inh -7, HTR5A inv ctr -3, HTR5A ag 1, Wnt bcat act -1, MITF TRPM1 HTS 8 and SR-BI HDL uptake -4.
For CCCC(=O)Nc1nc(-c2ccccc2)ns1 the results were dFosB activator -6, NSD2 inh -3, V-ATPase pH -3, PvdQ inh 16, HTR5A inv ctr 3, HTR5A ag -1, Wnt bcat act inconclusive, MITF TRPM1 HTS inconclusive and SR-BI HDL uptake 30.
COc1ccc(-c2csc3ncn(CC(=O)N4CCOCC4)c(=O)c23)cc1 was read as dFosB activator 9, CDK5 p35 inh -0.2, NSD2 inh -1, V-ATPase pH 2, PvdQ inh -6, HTR5A inv ctr -8, HTR5A ag 3, Wnt bcat act -1, MITF TRPM1 HTS 3 and SR-BI HDL uptake 18.
COCCCn1c(SCc2nc3ccccc3c(=O)[nH]2)nc2ccccc2c1=O was read as dFosB activator -10, CDK5 p35 inh -2.0, NSD2 inh 12, V-ATPase pH -3, PvdQ inh -7, HTR5A inv ctr 1, HTR5A ag 0, MITF TRPM1 HTS -13 and SR-BI HDL uptake 13.
Screening Cc1c(NC(=O)CN2C(=O)C(=O)N(Cc3ccccc3)C2=O)c(=O)n(-c2ccccc2)n1C returned dFosB activator -1, CDK5 p35 inh -0.1, NSD2 inh -2, V-ATPase pH 0, PvdQ inh -9, HTR5A inv ctr -4, HTR5A ag 2, Wnt bcat act 1, MITF TRPM1 HTS 9 and SR-BI HDL uptake -40.
Cc1ccc(N(C(=O)C2CCC(=O)N2)C2(C(=O)NC3CCCCC3)CCCCC2)cc1 (centres undefined) was read as dFosB activator -5, CDK5 p35 inh 0.4, NSD2 inh 5, V-ATPase pH -1, PvdQ inh -7, HTR5A inv ctr -7, HTR5A ag -3, Wnt bcat act 6, MITF TRPM1 HTS -10 and SR-BI HDL uptake -4.

Screening results: PubChem, several laboratories
